Screening data as filed in PubChem BioAssay.
PDI turbidity: inhibitors of human PDI, primary screen, biochemical, turbidity, single point, plate reader; AID 588391, 2011; actives 0.052% (n = 350,000); PDI insulin aggregation turbidity, A650, 90 min; inhibition, % at 10 µM;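 active = mean inhibition across replicates of 30% or more, whatever share of single replicates reach that level; inconclusive = mean inhibition below 30% while every single replicate reaches 30%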;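 also: absorbance from insulin aggregation driven by PDI reduction with DTT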
Target sequence (P07237 whole entry, looked up): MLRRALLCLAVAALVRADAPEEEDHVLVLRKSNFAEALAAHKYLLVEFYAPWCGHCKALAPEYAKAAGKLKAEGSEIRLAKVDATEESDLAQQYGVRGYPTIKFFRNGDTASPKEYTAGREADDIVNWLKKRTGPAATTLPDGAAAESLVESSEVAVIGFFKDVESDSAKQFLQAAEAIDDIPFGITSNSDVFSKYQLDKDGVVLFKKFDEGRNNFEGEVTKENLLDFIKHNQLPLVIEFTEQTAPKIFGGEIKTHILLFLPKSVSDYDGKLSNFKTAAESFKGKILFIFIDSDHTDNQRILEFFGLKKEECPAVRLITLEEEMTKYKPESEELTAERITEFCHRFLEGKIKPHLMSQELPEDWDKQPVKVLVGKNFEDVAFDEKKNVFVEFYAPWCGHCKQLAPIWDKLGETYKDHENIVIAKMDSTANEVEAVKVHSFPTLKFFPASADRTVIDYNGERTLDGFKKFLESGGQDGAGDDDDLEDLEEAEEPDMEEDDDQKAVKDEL
Vif inh: HIV Vif self-association inhibitors, primary screen, imaging, HEK293T, single point; HEK293T cells, Vif self-association by quenched fluorescence, 24 h; inhibition, % at 7.49 µM; actives 0.35% (n = 340,000); AID 602346, 2012; in the data active = inhibition above about 50%, passing the limit was not always enough; inconclusive = no clear call, values can overlap the other calls; inactive = below about 31%; also: some results filed as inactive read as strong as hits
ABCB6 inh 2: ABCB6 transporter inhibitors, primary screen, K562-ABCB6 cells, flow cytometry, MLPCN library; ATP-binding cassette sub-family B member 6 (Homo sapiens), Q9NP58; K562-ABCB6 porphyrin accumulation, 1 h; stronger effect = lower value; fluorescence ratio to DMSO, % at 10 µM; actives 0.19% (n = 360,000); AID 602162, 2011;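 active = fluorescence ratio to DMSO below 75%, the collection mean minus 3 SD; inconclusive = too few cells collected in the well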;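 also: signal is porphyrin accumulated inside mitochondria; 100% equals median channel fluorescence of DMSO control wells; lower ratio means ABCB6 inhibition with less porphyrin fluorescence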
Glyco luc inh: increase of ERlucT glycosylation luciferase signal, primary screen, N-linked glycosylation inhibitor project, D54 ERlucT cells, luminescence, set 2; D54 ERlucT glycosylation luciferase reporter, 24 h; percent of 100 nM tunicamycin response; reporter increase, % at 12.5 µM; actives 0.23% (n = 360,000); AID 588692, 2011;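 active = mean luciferase reporter signal, scaled so untreated is 0 and the glycosylation-blocking control 100, at or above a set limit in every replicate; inconclusive = mean reaches the limit but not every replicate does; inactive = mean below the limit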;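 also: luciferase carries N-glycosylation sites so blocking glycosylation raises the light; 0% = median of neutral control wells and 100% = median of 100 nM tunicamycin wells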
CaV13 ICDI inh: Primary screen for inhibitors of IQ motif and Ca2+-dependent inactivation inhibitor domain binding in CACNA1D, Förster resonance energy transfer in living cells, … | HEK cells, CFP/YFP FRET ICDI-IQ, plate reader, 10 min; percent FRET-ratio fall versus neutral wells | inhibition, % at 12.3 µM | actives 0.098% (n = 340,000) | AID 743397;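 active = mean replicate inhibition of at least 30% and at least 1% of replicates passing that level; inconclusive = only one of the two criteria is met; inactive = neither criterion is met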;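 also: 0% = median of the neutral control wells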
aDG glyco act: activators of alpha-DG glycosylation, primary screen, uHTS, Pro5-aDG cells, AlphaScreen; AID 624168, 2012; actives 0.22% (n = 360,000); activation, % at 10 µM; alpha-DG glycosylation AlphaScreen (IIH6); 0% Pro5, 100% B10-LARGE cell signal;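 active = activation of at least 8% versus controls, or a plate z-score of at least 8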;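 also: Pro5 are CHO cells carrying HIG-tagged alpha-DG that lacks glycosylation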
m5-HT2A agonist: mouse Htr2a agonists via beta-arrestin recruitment, primary screen, cell-based, luminescence. CHO-K1 mHTR2A beta-arrestin complementation; percent of 30 µM serotonin response. 5-hydroxytryptamine receptor 2A (Mus musculus), P35363. activation, % at 7.6 µM. actives 0.66% (n = 360,000);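 active = activation above a run cutoff, the mean activation of all tested compounds plus 3 SD, cut at about 14% in these data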;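 also: 0% = plate median of compound wells and 100% = 30 µM serotonin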
Target sequence (P35363 whole entry, looked up): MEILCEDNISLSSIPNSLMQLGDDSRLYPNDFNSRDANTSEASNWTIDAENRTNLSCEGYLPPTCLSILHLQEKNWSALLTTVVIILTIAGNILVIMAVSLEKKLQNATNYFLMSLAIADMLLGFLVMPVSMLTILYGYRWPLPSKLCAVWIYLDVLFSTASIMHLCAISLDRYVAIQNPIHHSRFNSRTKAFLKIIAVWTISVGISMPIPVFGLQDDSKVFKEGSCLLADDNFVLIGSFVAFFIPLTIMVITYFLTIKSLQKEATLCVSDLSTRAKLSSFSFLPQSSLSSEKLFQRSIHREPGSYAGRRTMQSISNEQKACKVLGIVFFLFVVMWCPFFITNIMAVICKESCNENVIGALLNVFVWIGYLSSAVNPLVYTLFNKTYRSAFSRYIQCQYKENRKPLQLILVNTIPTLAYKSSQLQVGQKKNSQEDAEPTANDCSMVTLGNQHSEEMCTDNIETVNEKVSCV
iPSC survival up: enhancers of single-cell hiPSC survival, primary screen, ATPlite luminescence | 100% = ROCK inhibitor wells, 0% = DMSO | actives 0.044% (n = 360,000) | survival enhancement, % at 20 µM | AID 602274, 2012; in the data active = survival enhancement above about 18%;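 also: cells exposed to compounds for 16 hours before the ATP read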
Exocytosis inh: LAMP-1 surface exposure blockers, TALL-104 cells – cell-based, flow cytometry, MLPCN library, primary screen | TALL-104 LAMP-1 surface exposure; cells stimulated with thapsigargin and PMA | inhibition, % at 10 µM | actives 0.66% (n = 360,000) | AID 651702, 2012;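 active = inhibition above about 55%, limit read from the data; inconclusive = no clear call, values can overlap the other calls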
H9c2 protect: cardioprotection against H2O2-induced cell death, primary screen, uHTS, H9c2 cells, ATPLite luminescence | AID 588492, 2011 | H9c2 cardiomyocytes, H2O2 injury protection, 2 h | protection from H2O2 cell death, % at 20 µM | actives 0.63% (n = 360,000);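 active = compounds giving at least 50% protection of heart cells from peroxide-induced death in the single-dose screen, raw or plate-pattern-corrected value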;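 also: 0% = DMSO wells with peroxide and 100% = DMSO wells without peroxide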
Numbers without * were called inactive; ? = inconclusive; . = not tested or not shown. Compounds as they come. About 3.1% of those tested had a hit in this group.

SMILES | PDI turbidity | Vif inh | ABCB6 inh 2 | Glyco luc inh | CaV13 ICDI inh | aDG glyco act | m5-HT2A agonist | iPSC survival up | Exocytosis inh | H9c2 protect
Cc1c(Cl)cnc(NC(=O)COC(=O)c2ccncc2)c1Cl | -7 | 0 | 108 | -3 | -2 | 0.0 | -6 | 0.5 | 5 | -7
CCOC(=O)c1cc(=O)n2c(nc3ccccc32)[nH]1 | 5 | 0 | 93 | 0 | -11 | -0.1 | -1 | -1.5 | -4 | 3
CCn1c(-c2ccccc2)csc1=Nc1ccc(O)cc1 | -25 | . | 103 | -9 | -1 | 0.0 | -4 | -1.6 | 1 | -6
COc1ccc(NC(=O)C2CCCN2C(=O)NCc2ccccc2)c(OC)c1 (centres undefined) | 0 | 7 | 98 | 1 | 10 | 0.0 | 1 | -0.7 | 2 | 5
Cc1ccc(CNC(=O)COC(=O)c2nc(-c3ccccc3)oc2C)cc1 | 1 | 2 | 93 | 0 | -5 | -0.1 | 4 | -0.1 | 2 | -4
CN(CC(=O)NC1CCN(Cc2ccccc2)CC1)S(=O)(=O)c1ccc(Cl)cc1 | 1 | 4 | 96 | -1 | -3 | 0.4 | -11 | -0.5 | 14 | -2
CN(C)S(=O)(=O)c1cccc(NC(=O)COC(=O)c2cccnc2Cl)c1 | -7 | -4 | 106 | 1 | -6 | 0.0 | -1 | 1.9 | -2 | -2
COc1ccc(-c2cc(C(=O)OCc3ccccn3)c3ccccc3n2)cc1 | -3 | -3 | 94 | -1 | -7 | 0.2 | 1 | -0.4 | 37 | -4
O=[N+]([O-])c1ccc(COc2ccc(CN3CCCC3)cc2)cc1 | -2 | . | 93 | -9 | -7 | -0.2 | -8 | -2.7 | 1 | -18
Cn1c(N)c(C(=O)CSc2nnc(Cc3cccs3)n2C2CC2)c(=O)n(C)c1=O | -9 | 0 | 99 | 0 | -3 | -0.4 | 0 | -0.1 | -1 | -2
O=S(=O)(NNc1cccc(Cl)n1)c1ccc(Cl)cc1 | -6 | 9 | 100 | 5 | -3 | 0.1 | 1 | -0.3 | 4 | -1
COc1ccc(-n2nc([N+](=O)[O-])c(=NCCc3ccc(C)cc3)n2O)cc1 | -1 | -7 | 110 | 4 | -7 | 0.4 | 4 | 0.3 | 4 | -8
CCN(CC)CC(=O)N1N=C(c2cccs2)CC1c1ccco1 (centres undefined) | 2 | -15 | 120 | 0 | . | -0.4 | -1 | 2.1 | 0 | -6
C/C(CC1CC(C)OC1=O)=N\NC(N)=S (centres undefined) | -14 | 2 | 102 | 4 | -5 | 2.9 | 3 | 1.7 | -3 | -3
CC(Oc1ccc2ccc(=O)oc2c1)C(=O)NCC1CCC(C(=O)O)CC1 (centres undefined) | . | -13 | 98 | -2 | . | 4.3 | 12 | 1.2 | -2 | -4
COc1ccc(CCNC(=O)c2cc(=O)c3cc(C)ccc3o2)cc1 | 3 | 6 | 96 | -2 | -4 | 0.3 | 10 | -0.1 | 20 | 8
Cc1ccc(NS(=O)(=O)c2ccc(C(=O)NCc3ccc(S(N)(=O)=O)cc3)cc2)cc1 | -13 | 9 | 94 | 2 | -7 | -0.1 | -1 | -1.5 | -15 | -13
CC(NC(=O)CCc1nnc(-c2ccc(-c3ccccc3)cc2)o1)c1nccs1 (centres undefined) | 2 | -6 | 96 | -3 | -3 | 1.1 | -4 | -0.2 | 0 | -13
CCOC(=O)c1oc2ccccc2c1NC(=O)c1ccc(S(=O)(=O)N(C)C)cc1 | 1 | 4 | 85 | -4 | -5 | -0.3 | 5 | -2.4 | -1 | -2
CNc1nc(NC)nc(NNC(=O)c2ccccc2)n1 | 24 | 16 | 94 | 2 | -6 | 0.1 | 0 | -1.7 | 3 | 4
O=C(CCCn1c(=S)[nH]c2ccccc2c1=O)NC1CCCCC1 | 6 | 4 | 90 | -1 | -6 | -0.1 | -1 | 3.5 | -2 | -2
O=C(Nc1ccc2c(c1)C(N1CCOCC1)c1ccccc1-2)C(F)(F)F (centres undefined) | -4 | 21 | 100 | -1 | -6 | -0.3 | 3 | -1.2 | 5 | -1
Cc1onc(-c2ccccc2Cl)c1C(=O)O/N=C(\N)c1ccc([N+](=O)[O-])o1 | -1 | -5 | 100 | 5 | -5 | 0.0 | 4 | -0.5 | 4 | 1
Cc1cc(C)c(C#N)c(SCC(=O)Nc2ccc(S(=O)(=O)Nc3onc(C)c3C)cc2)n1 | -6 | 37 | 98 | 2 | 2 | 0.0 | 3 | 0.6 | -3 | 3
CCOC(=O)Cn1cnc2c(nnn2-c2ccc(OC)cc2)c1=O | 10 | -1 | 101 | 2 | -8 | -0.3 | 0 | -1.1 | 0 | 1
COC(=O)c1c(NC(=O)c2ccco2)sc2c1CCC2 | 6 | -14 | 109 | 1 | -5 | 0.0 | -1 | 0.6 | 35 | -9
O=C(CCN1C(=O)COc2ccccc21)NCCC1=CCCCC1 | -12 | -5 | 88 | -2 | . | 0.2 | -10 | 3.1 | 2 | -8
O=C(CSC1=NS(=O)(=O)c2ccccc2N1)Nc1nccs1 | -3 | -3 | 103 | 3 | -15 | 0.2 | 2 | 0.4 | 5 | 2
Cn1cnc([N+](=O)[O-])c1Sc1nc2ccccc2[nH]1 | 9 | 5 | 95 | 29* | -4 | 0.2 | 1 | -0.8 | -3 | 5
Cc1cnc(C(=O)N2CCN(S(=O)(=O)c3cc(C(F)(F)F)cc(C(F)(F)F)c3)CC2)cn1 | -7 | -1 | 100 | 2 | -5 | -0.1 | -2 | 0.2 | 0 | -5

Arranged by value in Glyco luc inh (lowest first): five from the list above
mol,PDI turbidity,Vif inh,ABCB6 inh 2,Glyco luc inh,CaV13 ICDI inh,aDG glyco act,m5-HT2A agonist,Exocytosis inh
O=C(CCN1C(=O)COc2ccccc21)NCCC1=CCCCC1,-12,-5,88,-2,.,0.2,-10,2
O=C(Nc1ccc2c(c1)C(N1CCOCC1)c1ccccc1-2)C(F)(F)F (centres undefined),-4,21,100,-1,-6,-0.3,3,5
COC(=O)c1c(NC(=O)c2ccco2)sc2c1CCC2,6,-14,109,1,-5,0.0,-1,35
Cc1ccc(NS(=O)(=O)c2ccc(C(=O)NCc3ccc(S(N)(=O)=O)cc3)cc2)cc1,-13,9,94,2,-7,-0.1,-1,-15
O=C(CSC1=NS(=O)(=O)c2ccccc2N1)Nc1nccs1,-3,-3,103,3,-15,0.2,2,5

(listing goes on)
SMILES | PDI turbidity | Vif inh | ABCB6 inh 2 | Glyco luc inh | CaV13 ICDI inh | aDG glyco act | m5-HT2A agonist | iPSC survival up | Exocytosis inh | H9c2 protect
CC(C)C[C@@H](CN1CCC[C@@H]1CN1C(=O)C(=O)NC[C@@H]1Cc1ccccc1)N1C[C@H](Cc2ccccc2)N(CC2CCCCC2)C(=O)C1=O | . | . | 89 | . | -7 | -0.1 | -3 | -0.8 | 1 | .
COc1ccc(-n2ncc3c(=O)n(CC(=O)N4CCCc5ccccc54)cnc32)cc1 | 3 | 6 | 97 | -3 | -9 | 0.2 | 1 | 0.2 | -2 | 4
O=C1CCCC/C1=C/Nc1ccc(C(=O)O)cc1 | -2 | . | 103 | 0 | -7 | -0.1 | 6 | 0.1 | 0 | -1
Cc1ccccc1Cn1cc(CCC(=O)N2CCOCC2)c2ccccc21 | 1 | -18 | 96 | 1 | -4 | 0.0 | 2 | 0.5 | 1 | 4
O=C(COc1ccc(Br)cc1F)NC1CC1 | 9 | 16 | 101 | 1 | -5 | -0.1 | -3 | -1.1 | -4 | -4
CCN(CC)S(=O)(=O)c1ccc(Nc2ccc(-c3ccc4c(c3)OCCO4)nn2)cc1 | -1 | -2 | 89 | -1 | -5 | -0.2 | -4 | 0.0 | -1 | -4
NC(=O)c1ccc(NCC2CCCO2)c([N+](=O)[O-])c1 (centres undefined) | -10 | -4 | 97 | 1 | -5 | -0.1 | 3 | -0.6 | 1 | 0
O=C(CC1C(=O)NCCN1CC1CCCCC1)NCc1ccc(F)cc1F (centres undefined) | 6 | -9 | 99 | 0 | -13 | -0.2 | 4 | 0.3 | -4 | 3
O=C(NC1CCCC1)c1cc(-c2cccc(Cl)c2)on1 | 1 | 0 | 98 | -2 | -7 | 0.0 | -4 | 0.7 | 4 | 2
CCn1nnc(NC(=O)c2cc(Cl)c(OC)c(Cl)c2)n1 | -4 | 0 | 95 | 2 | -4 | 0.3 | -3 | 2.5 | 1 | 2
CN(Cc1ccccc1F)C(=O)CN1C(=O)NC2(CCc3ccccc32)C1=O (centres undefined) | 2 | -1 | 99 | 1 | . | 0.0 | 3 | -0.4 | 6 | 2
CCOC(=O)C1=C(CC)Nc2ccccc2N/C1=N\S(=O)(=O)c1ccc2ccccc2c1 | 8 | -2 | 97 | -2 | 8 | -0.1 | -5 | 0.3 | 1 | -1
NC(=O)c1nc(N2CCOCC2)nc(N2CCOCC2)n1 | 0 | 30 | 94 | 0 | -4 | -0.2 | 2 | -4.5 | 2 | -2
O=c1c2ccccc2ncn1-c1ccccc1[N+](=O)[O-] | -4 | -2 | 97 | 1 | -7 | -0.1 | 0 | 1.5 | -1 | 6
O=C1C(=Nc2cccc(Cl)c2)CC(c2ccc(Cl)cc2)N1c1cccc(Cl)c1 (centres undefined) | 4 | ? | 97 | -8 | -17 | 0.0 | 2 | -0.7 | 1 | -4
C/C(=N\Nc1ccc([N+](=O)[O-])cc1[N+](=O)[O-])c1ccc(-n2nncc2C(C)(C)C)cc1 | -12 | -4 | 96 | -6 | -20 | -0.1 | 1 | -1.1 | ? | 1

Ordered by count of non-hydrogen atoms (highest first): some entries from above
SMILES | PDI turbidity | Vif inh | ABCB6 inh 2 | Glyco luc inh | CaV13 ICDI inh | aDG glyco act | m5-HT2A agonist | iPSC survival up | Exocytosis inh | H9c2 protect
CCN(CC)S(=O)(=O)c1ccc(Nc2ccc(-c3ccc4c(c3)OCCO4)nn2)cc1 | -1 | -2 | 89 | -1 | -5 | -0.2 | -4 | 0.0 | -1 | -4
O=C1C(=Nc2cccc(Cl)c2)CC(c2ccc(Cl)cc2)N1c1cccc(Cl)c1 (centres undefined) | 4 | ? | 97 | -8 | -17 | 0.0 | 2 | -0.7 | 1 | -4
O=c1c2ccccc2ncn1-c1ccccc1[N+](=O)[O-] | -4 | -2 | 97 | 1 | -7 | -0.1 | 0 | 1.5 | -1 | 6
